Screens from PubChem.
MRP resist rev: reverses drug resistance mediated by MRP; H69AR cells + 2 uM doxorubicin, CellTiter-Glo, 72 h; differential viability (reversal), % at 10 µM; 85,000 tested, 0.04% active;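 active = viability drop by adding the cancer drug above about 55%, with treated viability meeting a 40% cutoff, limit read from the data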;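 note: viability without doxorubicin minus viability with 2 µM doxorubicin for each compound; larger differential means the compound sensitizes cells more to doxorubicin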
MRP resist rev cytotoxicity: also measured in MRP resist rev; calls as there; viability, %; H69AR cells, CellTiter-Glo, 72 h; measured here: cytotoxicity without doxorubicin
MRP resist rev with doxorubicin: second read-out of MRP resist rev, no call of its own (marks repeat the call); viability, %; measured here: viability with 2 uM doxorubicin; stronger effect = lower value
The depositor's hits bear a star.

SMILES | MRP resist rev | MRP resist rev cytotoxicity | MRP resist rev with doxorubicin
CN(C)CCCC1(c2ccc(F)cc2)OCc2cc(C#N)ccc21 (centres undefined) | -7.7 | 78.2 | 85.9
CNCCCN1c2ccccc2CCc2ccccc21 | 0.3 | 65.8 | 65.4
O=c1oc2c(O)c(O)cc3c(=O)oc4c(O)c(O)cc1c4c23 | -21.3 | 16.4 | 37.8
CCC(NC(C)C)C(O)c1ccc(O)c2[nH]c(=O)ccc12 (centres undefined) | 1.4 | 93.6 | 92.2

Complete entries as entered above:
Profile of O=c1oc2c(O)c(O)cc3c(=O)oc4c(O)c(O)cc1c4c23 → MRP resist rev = -21.3; MRP resist rev cytotoxicity = 16.4; MRP resist rev with doxorubicin = 37.8
Profile of CN(C)CCCC1(c2ccc(F)cc2)OCc2cc(C#N)ccc21 (centres undefined) → MRP resist rev = -7.7; MRP resist rev cytotoxicity = 78.2; MRP resist rev with doxorubicin = 85.9

Some of the compounds tested, so the mix of outcomes need not match the whole.
